Screening data (PubChem BioAssay)
Growth percent in the NCI-60 one-dose screen (48 h, 10 µM unless noted): 100 = growth as untreated, 0 = no growth, -100 = all killed.
DU-145 = DU-145 prostate cancer; AID 1794760; 4.2% of 81,000 active
OVCAR-8 = OVCAR-8 ovarian cancer. 4.4% of 81,000 active
PC-3 = PC-3 prostate cancer cells. 3.9% of 80,000 active. AID 1794754
SF-295 = SF-295 CNS cancer cells. 5.6% of 79,000 active
SF-268 = SF-268 CNS cancer cells; 3.1% of 82,000 active
SNB-19 = SNB-19 CNS cancer cells; 2.5% of 81,000 active
SF-539 = SF-539 CNS cancer; 6.8% of 81,000 active
OVCAR-3 = OVCAR-3 ovarian cancer; 7% of 79,000 active
U251 = U251 CNS tumor cells; 5.4% of 80,000 active
Starred values were filed as active, the others as inactive; · = no result given. How the source made its calls: active means growth percent below 10; inactive means the rest. Compounds as they come; about 10% have a hit in one of these screens.

Molecule	DU-145	OVCAR-8	PC-3	SF-295	SF-268	SNB-19	SF-539	OVCAR-3	U251
O=[N+]([O-])C1(CO)COC(c2ccccc2)OC1 (configuration not stated)	108	115	96	111	104	100	98	98	103
O=C(NN=C1CC2[C@H](COC(c3ccccc3)(c3ccccc3)c3ccccc3)C[C@H](COC(c3ccccc3)(c3ccccc3)c3ccccc3)[C@@H]2C1)c1ccncc1 (some centres not stated)	112	69	86	103	96	95	104	100	84
CC(C)N(c1ccc(Cl)cc1)c1nc(-c2ccc(Br)cc2)cs1	99	106	98	103	107	105	105	99	101
CSc1nncc(-c2cnnc(SC)n2)n1	100	96	102	125	100	108	110	90	·
O=C(CCOCc1ccccc1)OCc1ccccc1	105	98	97	101	106	99	97	104	101
Nc1nc(Nc2ccccc2)c2ncn(Cc3cc4c(cc3Br)OCO4)c2n1	18	6.2*	16	14	24	17	1.8*	2.6*	3.3*
CCn1c2ccc(/C=N/N(C)S(=O)(=O)CCN(C)C)cc2c2cc(/C=N/N(C)S(=O)(=O)CCN(C)C)ccc21	77	49	86	80	77	86	4.3*	·	65
O=C1CC2(CCCC2)Oc2cccnc21	109	102	100	94	95	96	97	·	95
Cc1ccc(S(=O)(=O)/N=c2\c3ccccc3cnn2C2=NCCN2S(=O)(=O)c2ccc(C)cc2)cc1	107	99	89	99	97	100	101	105	96
CC(=O)c1cc(C(=O)c2ccc3c(c2)NC(=O)CO3)n2ccc3ccccc3c12	84	50	80	99	79	70	32	118	26
CCNC(=S)Nc1ccc(S(=O)(=O)Nc2ccc(Cl)nn2)cc1	110	103	97	99	102	104	100	110	106
O=C1C(Cl)=C(Nc2ccc(O)cc2)C(=O)N1Cc1ccc(Cl)cc1	90	65	46	97	58	69	65	41	47
CC(=O)c1c(C)nc2ccccc2c1/C=C/c1ccc(Br)cc1	90	76	56	75	84	78	87	82	78
CC(=O)Oc1ccc(OCc2ccccc2)c(OCc2ccccc2)c1	109	94	84	95	98	104	98	103	93
O=C(CCl)Nc1ccc(NC(=O)c2cc(Cl)ccc2O)c(Cl)c1	95	49	87	84	85	80	73	·	43

Structures listed so far that have bromine (three):
Molecule	DU-145	OVCAR-8	PC-3	SF-295	SF-268	SNB-19	SF-539	OVCAR-3	U251
CC(C)N(c1ccc(Cl)cc1)c1nc(-c2ccc(Br)cc2)cs1	99	106	98	103	107	105	105	99	101
Nc1nc(Nc2ccccc2)c2ncn(Cc3cc4c(cc3Br)OCO4)c2n1	18	6.2*	16	14	24	17	1.8*	2.6*	3.3*
CC(=O)c1c(C)nc2ccccc2c1/C=C/c1ccc(Br)cc1	90	76	56	75	84	78	87	82	78

(cont.)
Molecule	DU-145	OVCAR-8	PC-3	SF-295	SF-268	SNB-19	SF-539	OVCAR-3	U251
CCCCCCN(N=O)c1nc2c(c(=O)n(C)c(=O)n2C)n1C	112	104	70	93	101	101	93	110	95
O=C1C[C@H](c2ccco2)Cc2ccccc2O1	103	99	89	92	102	98	97	104	87
Nc1cc([N+](=O)[O-])ccc1OCc1ccccc1	103	106	102	88	103	100	95	106	105
C=CC[C@]1(c2ccccc2)C(=O)C(=O)N(Cc2ccc(OC)cc2OC)[C@H]1c1cccnc1	113	94	80	87	101	100	99	107	92
COc1ccc2[nH]c(=O)c(CSc3ccccc3Nc3nccc(-c4ccc(C(F)(F)F)cc4)n3)cc2c1	27	32	3.4*	5.3*	20	34	0.9*	22	22
CO[C@H]1/C=C/C=C/C=C/C[C@H](OC(=O)[C@@H](C)NC(=O)C2CCCCC2)[C@H](C)[C@@H](O)/C(C)=C\CCC2=CC(=O)C=C(NC(=O)C1)C2=O	-14*	-16*	-3.0*	-33*	-7.7*	2.4*	-49*	-20*	-20*
CCCSc1ccc(Nc2ncnc(N)n2)cc1	103	95	72	104	100	97	104	110	90
C=CCn1c(SCC(=O)Nc2ccc(C(=O)/C=C/c3ccc(C)cc3C)cc2)nnc1-c1c[nH]c2ccccc12	105	93	82	83	92	93	104	108	97
Cc1ccc(Nc2nc(N)nc3c2CCc2occc2-3)cc1C	·	90	83	90	·	94	106	·	89
Cc1ccc(CC(=O)c2ccccc2)cc1	108	112	·	122	107	102	99	114	104
COc1cc2c(c3ccccc13)CCCC2=O	112	98	88	120	105	98	103	126	96
NC(=O)Nc1ccc(Cl)cc1	115	91	92	113	97	105	102	106	103
Oc1ccc(Cc2ccccc2Cl)c(O)c1	·	104	83	·	·	100	94	·	96
CCOP(=O)(OCC)C(NC(=O)c1ccc(C)cc1)C1=NCCS1 (configuration not stated)	107	104	99	104	101	96	98	110	100
CC/C(Cc1ccccc1)=C(/c1ccc(O)cc1)c1ccc(OCCN2CCCC2)cc1	-19*	-6.4*	-32*	-63*	9.9*	0.1*	·	-80*	-89*

Arranged by number of heavy atoms (high to low): 17 of the compounds above.
Molecule	DU-145	OVCAR-8	PC-3	SF-295	SF-268	SNB-19	SF-539	OVCAR-3	U251
O=C(NN=C1CC2[C@H](COC(c3ccccc3)(c3ccccc3)c3ccccc3)C[C@H](COC(c3ccccc3)(c3ccccc3)c3ccccc3)[C@@H]2C1)c1ccncc1 (some centres not stated)	112	69	86	103	96	95	104	100	84
CO[C@H]1/C=C/C=C/C=C/C[C@H](OC(=O)[C@@H](C)NC(=O)C2CCCCC2)[C@H](C)[C@@H](O)/C(C)=C\CCC2=CC(=O)C=C(NC(=O)C1)C2=O	-14*	-16*	-3.0*	-33*	-7.7*	2.4*	-49*	-20*	-20*
C=CCn1c(SCC(=O)Nc2ccc(C(=O)/C=C/c3ccc(C)cc3C)cc2)nnc1-c1c[nH]c2ccccc12	105	93	82	83	92	93	104	108	97
CCn1c2ccc(/C=N/N(C)S(=O)(=O)CCN(C)C)cc2c2cc(/C=N/N(C)S(=O)(=O)CCN(C)C)ccc21	77	49	86	80	77	86	4.3*	·	65
COc1ccc2[nH]c(=O)c(CSc3ccccc3Nc3nccc(-c4ccc(C(F)(F)F)cc4)n3)cc2c1	27	32	3.4*	5.3*	20	34	0.9*	22	22
Cc1ccc(S(=O)(=O)/N=c2\c3ccccc3cnn2C2=NCCN2S(=O)(=O)c2ccc(C)cc2)cc1	107	99	89	99	97	100	101	105	96
C=CC[C@]1(c2ccccc2)C(=O)C(=O)N(Cc2ccc(OC)cc2OC)[C@H]1c1cccnc1	113	94	80	87	101	100	99	107	92
Nc1nc(Nc2ccccc2)c2ncn(Cc3cc4c(cc3Br)OCO4)c2n1	18	6.2*	16	14	24	17	1.8*	2.6*	3.3*
CC(=O)Oc1ccc(OCc2ccccc2)c(OCc2ccccc2)c1	109	94	84	95	98	104	98	103	93
CCOP(=O)(OCC)C(NC(=O)c1ccc(C)cc1)C1=NCCS1 (configuration not stated)	107	104	99	104	101	96	98	110	100
CC(=O)c1c(C)nc2ccccc2c1/C=C/c1ccc(Br)cc1	90	76	56	75	84	78	87	82	78
O=C(CCOCc1ccccc1)OCc1ccccc1	105	98	97	101	106	99	97	104	101
CCCSc1ccc(Nc2ncnc(N)n2)cc1	103	95	72	104	100	97	104	110	90
COc1cc2c(c3ccccc13)CCCC2=O	112	98	88	120	105	98	103	126	96
CSc1nncc(-c2cnnc(SC)n2)n1	100	96	102	125	100	108	110	90	·
O=C1CC2(CCCC2)Oc2cccnc21	109	102	100	94	95	96	97	·	95
NC(=O)Nc1ccc(Cl)cc1	115	91	92	113	97	105	102	106	103

(listing goes on)
Molecule	DU-145	OVCAR-8	PC-3	SF-295	SF-268	SNB-19	SF-539	OVCAR-3	U251
COc1cccc2cc(-c3cc4ccccc4[nH]3)/c(=N/C(=O)Nc3ccc(C)cc3)oc12	106	95	88	100	89	97	87	88	100
CC(=O)Nc1ccccc1C(=O)O	112	101	97	102	99	102	103	111	94
O=C(Nc1nc(-c2ccc(Br)cc2)cs1)c1ccccc1CN1C(=O)c2ccccc2C1=O	105	100	93	98	94	91	107	106	103
O=C(O)c1cccc2c1-c1ccc([N+](=O)[O-])cc1C2=O	112	105	99	100	109	109	100	112	·
CC(O)c1cccc(N)c1 (configuration not stated)	119	101	96	115	133	103	95	80	93
N=c1c2c(-c3ccccc3)c(-c3ccccc3)oc2ncn1N1C(=O)c2ccccc2C1=O	111	97	79	93	96	97	92	98	104
CSc1nc2c([nH]1)c(=S)n(C)c(=O)n2C	117	109	101	122	114	105	105	120	105
Oc1cc(C(Nc2ncccn2)c2cc3c(cc2O)OCO3)ccc1F (configuration not stated)	103	104	96	101	96	95	93	110	99
CC(C(O)C(F)(F)F)[N+](=O)[O-] (configuration not stated)	119	103	96	100	100	97	86	105	96
N#Cc1nc(-c2ccccc2)oc1N1CCN(c2ccccc2)CC1	103	103	115	97	97	96	101	107	99
O=C(O)/C(=C\c1ccccc1[N+](=O)[O-])c1ccc2c(c1)OCO2	111	90	83	113	97	95	98	93	·
O=C1C2=C(Nc3cc(Cl)ccc3N2)OC1c1c[nH]c2ccc(COc3ccccc3)cc12 (configuration not stated)	74	47	46	34	30	30	54	55	52
COc1ccc2c(c1)[nH]c(=O)c1c3cc(OC)c(OC)cc3cn21	-87*	16	-91*	14	9.7*	31	11	·	-22*
COc1cc(CNc2cc(C(C)(C)C)nn2-c2ccccc2)cc(OC)c1OC	120	93	91	162	106	90	87	120	93
c1ccc2cc(C[n+]3ccn(CCCCn4cc[n+](Cc5ccc6ccccc6c5)c4)c3)ccc2c1	85	·	85	73	76	58	79	81	48
O=C(NCCCO)c1cc(Cl)ccc1O	36	18	7.1*	·	28	31	45	-15*	12
O=C(N/N=C/c1ccc([N+](=O)[O-])cc1)c1ccc2nc(-c3ccc(Cl)cc3)[nH]c2c1	42	22	21	22	48	52	42	11	22
ClCC(Cl)(Br)CBr (configuration not stated)	109	98	90	91	101	98	92	106	93
COc1cc(-c2nn(C(C)(C)C)cc2-c2ccnc(NCCCNS(=O)(=O)c3ccccc3)n2)ccc1F	92	86	60	88	78	87	94	98	80
Nc1ccc2nc(NC(=O)CN3CCCCCC3)sc2c1	112	99	97	107	99	101	94	112	98
CC(C)(C)C(=O)Nc1nc2c(s1)CCCc1ccn(S(=O)(=O)c3ccccc3)c1-2	105	100	65	93	92	117	95	103	97
COc1c(F)cccc1/C=C/C(=O)/C=C(/C=C/c1cccc(F)c1OC)OB(F)F	109	94	90	101	100	99	106	119	96
COC(=O)C1=C/C(=C/Nc2ccccc2)C2=C1C(=O)C1C(O)=CC(C)=CC1O2 (configuration not stated)	110	98	88	95	95	96	88	102	95
Cc1ccc(-n2cc(COC(=O)/C=C/c3cn(-c4ccccc4)nc3-c3ccccc3)nn2)cc1	99	101	76	96	91	84	86	109	109
CO/N=C(/C(=O)N[C@@H]1C(=O)N2C(C(=O)O)=C(COC(C)=O)CS[C@H]12)c1csc(N)n1	107	100	92	103	107	102	101	113	98
